# TRPC6 act – activators of mouse TRPC6 channel. actives 0.13% (n = 310,000). B-score at 10 µM. Q61143. HEK293-TRPC6 membrane potential dye fluorescence; stronger effect = higher value;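 active = B-score of the integrated fluorescence ratio above library mean plus 3 SD, and starting fluorescence ratio within library mean plus 5 SD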;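 also: higher score means more depolarization so channel activation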
# MrgX1 antagonist – blocks BAM8-22 activation of human MrgX1 receptor; actives 1.3% (n = 310,000); AID 588676; B-score at 10 µM; Q96LB2; MRGX1-HEK293 calcium flux, Fluo-4, BAM8-22 antagonism; stronger effect = lower value;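 active = calcium-response B-score plate-corrected more than 3 library SD below zero, starting fluorescence within 5 deviations, no agonist response on first addition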;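 also: peak minus trough fluorescence over baseline after final BAM8-22 challenge near maximal dose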
# Target sequence (Q96LB2 whole entry, looked up): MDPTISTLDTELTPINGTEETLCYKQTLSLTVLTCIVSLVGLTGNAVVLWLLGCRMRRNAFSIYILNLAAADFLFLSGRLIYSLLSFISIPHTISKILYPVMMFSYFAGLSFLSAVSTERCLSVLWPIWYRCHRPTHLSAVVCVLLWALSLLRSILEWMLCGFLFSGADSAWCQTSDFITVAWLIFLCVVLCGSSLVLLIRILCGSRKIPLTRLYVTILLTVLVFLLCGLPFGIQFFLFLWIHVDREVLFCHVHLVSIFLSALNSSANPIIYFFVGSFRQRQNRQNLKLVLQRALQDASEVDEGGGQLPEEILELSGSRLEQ
# HDAC3 inhib – human HDAC3 inhibition; O15379; actives 0.15% (n = 320,000); AID 2718; recombinant HDAC3, fluorogenic peptide/trypsin coupled, fluorescence; inhibition, % at 8.3 µM; in the data active = inhibition above about 26%, passing the limit was not always enough; inconclusive = no clear call, values can overlap the other calls
# Target sequence (O15379 whole entry, looked up): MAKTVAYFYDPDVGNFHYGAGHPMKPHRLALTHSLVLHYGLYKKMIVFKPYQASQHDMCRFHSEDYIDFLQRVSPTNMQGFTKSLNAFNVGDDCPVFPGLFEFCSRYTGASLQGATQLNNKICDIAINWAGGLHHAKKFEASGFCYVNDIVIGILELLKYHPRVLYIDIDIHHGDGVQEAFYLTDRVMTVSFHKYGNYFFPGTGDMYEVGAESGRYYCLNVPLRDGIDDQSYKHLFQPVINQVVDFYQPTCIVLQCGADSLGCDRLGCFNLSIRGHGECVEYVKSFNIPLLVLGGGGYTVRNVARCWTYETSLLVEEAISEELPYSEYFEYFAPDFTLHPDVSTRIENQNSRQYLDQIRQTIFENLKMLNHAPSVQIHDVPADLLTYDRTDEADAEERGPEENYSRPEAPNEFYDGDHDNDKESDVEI
# MrgX1 ag – human MrgX1 receptor agonism, primary screen. B-score at 10 µM. actives 0.44% (n = 310,000). MrgX1-HEK293 cells, Fluo-4 calcium fluorescence, agonist mode; stronger effect = higher value;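 active = calcium response B-score plate-corrected fluorescence ratio at least 3 library SD, with starting fluorescence B-score inside 5 SD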
#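 Test system: HEK293 cells stably expressing human MrgX1 receptor; amount: 15,000 cells per well; doses: compound delivered in addition one of three; times: overnight plating before 1 h dye loading; detection: Fluo-4 NW calcium-flux fluorescence, kinetic read; read-out basis: B-scored fluorescence response ratio; controls: positive and negative controls per plate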
# RGS4 act – potentiators or activators of RGS4; HEK293 M3R/inducible RGS4, carbachol calcium flux Fluo4; stronger effect = lower value; B-score at 10 µM; actives 0.92% (n = 310,000); AID 463111;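 active = B-score of the integrated calcium signal more than 4 SD below the library mean, with starting fluorescence not abnormally high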;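 also: negative B-score means reduced calcium response which marks RGS4 activation or potentiation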
#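 test system = HEK293 cells with stable M3R and inducible RGS4 | schedule = recording 10 s baseline at 1 Hz, 100 s post-agonist | technique = Fluo4-AM (2 µM) calcium-flux fluorescence, kinetic read | measure = Agonist-evoked peak-minus-minimum fluorescence over baseline, integrated ratio, B score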
# TMEM16A inh – inhibitors of mouse TMEM16A calcium-activated chloride channel. Q8BHY3. HEK293 TMEM16A/YFP iodide influx fluorescence, ionomycin. normalized B-score (activity score, 25-100; higher = stronger inhibition) at 10 µM. actives 1.2% (n = 310,000);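 active = ratio plate-corrected score three or more library SD toward inhibition, starting fluorescence score within five deviations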;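 also: score derived from kinetic fluorescence span divided by baseline fluorescence per well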
# TRPC6 inh – inhibitors of mouse TRPC6 channel; Q61143; HEK293-TRPC6, membrane potential dye, ACh-evoked depolarization; stronger effect = lower value; B-score at 10 µM; actives 1.1% (n = 310,000); AID 2553;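 active = B-score under library mean minus 3 SD, initial fluorescence not abnormally high, positive integrated signal ratio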;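 also: B-score derived from integrated fluorescence ratio over the kinetic read; more negative B-score means stronger inhibition of depolarization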
# RGS4 block – human RGS4 inhibition; HEK293 M3R/RGS4 inducible, Fluo-4 calcium flux; stronger effect = higher value; triggered by carbachol at its EC20; P49798; AID 463165; B-score at 10 µM; actives 0.45% (n = 310,000);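 active = B-score, a plate-corrected calcium signal, over three deviations above library mean, with baseline fluorescence within five deviations of library mean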;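 also: RGS4 expression induced by doxycycline in cells with stable M3 receptor; B-score is computed from the integrated fluorescence ratio over baseline after carbachol; higher B-score means a larger calcium signal and so more RGS4 inhibition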
# Target sequence (P49798 whole entry, looked up): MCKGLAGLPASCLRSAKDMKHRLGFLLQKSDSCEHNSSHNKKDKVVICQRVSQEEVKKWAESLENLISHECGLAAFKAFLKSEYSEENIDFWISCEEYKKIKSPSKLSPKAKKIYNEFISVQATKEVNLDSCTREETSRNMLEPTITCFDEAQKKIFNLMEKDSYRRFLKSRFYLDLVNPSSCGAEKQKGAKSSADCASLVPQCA
# SKKanGAS inh – SKKanGAS growth inhibition; S. pyogenes SKKanGAS, kanamycin growth, BacTiter-Glo, 6 h; inhibition, % at 7.5 µM; actives 1.3% (n = 300,000);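 active = mean replicate score, as percent of positive control median, at least 50; inconclusive = mean below 50 but one replicate at or above 50; inactive = mean and every replicate below 50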;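 also: strain carries kanamycin resistance gene driven by streptokinase promoter and grows in 40 µg/ml kanamycin; loss of luminescence reflects streptokinase promoter inhibition or plain growth inhibition; 0% = median of DMSO wells and 100% = positive control at its reference dose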
# TMEM16A act – activators or potentiators of mouse TMEM16A chloride channel | B-score at 10 µM | Q8BHY3 | HEK293 TMEM16A/YFP-H148Q/I152L, iodide quench fluorescence; stronger effect = lower value | actives 0.3% (n = 340,000);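 active = fluorescence-ratio B-score plate-corrected deviation score at least 3 library SD below zero, with starting fluorescence score within 5 deviations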;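 also: channel opened by trigger with iodide after compound preincubation; score built on the fluorescence ratio of max minus min over baseline; more negative score means more quench and so TMEM16A activation or potentiation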
# MrgX1 allo act – allosterically activates human MrgX1 receptor signaling; MrgX1-HEK293, Fluo-4 calcium flux, FDSS; stronger effect = higher value; B-score at 10 µM; Q96LB2; AID 588675; actives 0.63% (n = 310,000);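 active = plate-corrected calcium response at least 3 library SD above typical, normal starting fluorescence, not activating the receptor alone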;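 also: compound read alongside a low EC10 to EC30 dose of BAM8-22 agonist; peak minus trough fluorescence over baseline measured at the second addition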
# * hit, by the source's call; i = inactive; ? = inconclusive; . = no result given.
SMILES,TRPC6 act,MrgX1 antagonist,HDAC3 inhib,MrgX1 ag,RGS4 act,TMEM16A inh,TRPC6 inh,RGS4 block,SKKanGAS inh,TMEM16A act,MrgX1 allo act
COC(=O)c1ccc(CN2CCCCC2)cc1,i,i,-1,i,i,i,i,i,-2,i,i
CCOC(=O)N1CCN(C(=O)CSCC(=O)Nc2nc(-c3ccc4c(c3)OCO4)cs2)CC1,.,i,-2,i,.,i,.,.,.,i,i
COCCC(=O)Nc1c(-c2ccccc2)c2cc(Br)ccc2[nH]c1=O,i,i,0,i,i,i,i,i,-5,i,i
O=C(NCCCCc1ccccc1)c1cc([N+](=O)[O-])cc([N+](=O)[O-])c1,i,i,-3,i,i,i,i,i,0,i,i
O=C(Nc1ccc2ccccc2c1)c1ccc(Br)o1,i,i,6,i,i,i,i,i,2,i,i
Cc1cc(-c2ccc(C)c(S(=O)(=O)N3CC(=O)Nc4ccccc43)c2)on1,i,i,-8,i,i,i,i,i,3,i,i
CCNc1nc(Oc2ccc(OC)cc2)cc(C(F)(F)F)n1,i,i,11,i,i,i,i,i,10,i,10*
CSCC[C@H](NS(=O)(=O)c1ccc(C)cc1)C(=O)N1CCC(C(=O)N[C@H](C(=O)O)c2ccccc2)CC1,i,i,6,i,i,i,i,i,0,i,i
CC(=O)NC(Cc1ccccc1C)C(=O)NC1CCN(c2ncccc2[N+](=O)[O-])CC1 (stereo not drawn),i,i,.,i,i,i,i,i,1,.,i
CC1=CC(=C(C#N)c2nc3ccccc3s2)C=C(C)N1c1ccc(F)cc1,i,i,-4,i,i,i,i,i,7,i,i
O=C(OCn1cncn1)c1ccc(Cl)cc1Cl,i,i,1,i,i,i,i,i,-2,i,i
CCN(CC(=O)Nc1ccc2c(c1)OCCO2)C(=O)CSCC(=O)Nc1ccc(C)cc1,i,i,-7,i,i,i,i,i,12,i,i
CC1C(=O)NC(=O)C1c1ccccc1 (stereo not drawn),i,i,-10,i,i,i,i,i,4,i,i
CC1CC(C)CN(S(=O)(=O)c2ccc3oc(=O)ccc3c2)C1 (stereo not drawn),i,i,3,i,i,i,i,i,-4,i,i
Cc1cc(C)c(NC(=S)NC(=O)c2c(Cl)c(C)nn2C)c([N+](=O)[O-])c1,i,i,-8,i,i,i,i,i,3,i,i
Cn1cnnc1SCC(=O)NC1CCCc2ccccc21 (stereo not drawn),i,i,3,i,i,i,i,i,16,i,i
COc1ccc(OC)c(C2C(C(=O)c3cc4ccccc4o3)=C(O)C(=O)N2c2cc(C)on2)c1 (stereo not drawn),i,i,-6,i,i,i,i,i,20,i,i
CCn1c(CCNC(=O)c2ccc(F)cc2)nc2ccccc21,i,i,?,i,i,i,i,i,-2,i,i
O=C1S/C(=C\c2ccc(O)c([N+](=O)[O-])c2)C(=O)N1c1ccccc1Cl,i,i,9,i,i,100*,i,i,-3,i,i
NC(=O)c1ccsc1NC(=O)c1ccc(S(=O)(=O)N2CCCc3ccccc32)cc1,i,i,10,i,i,i,i,i,28,i,i
CCN1CCN(C(=O)Nc2cccc(C(F)(F)F)c2)CC1,i,i,-2,i,i,i,i,i,-3,i,i
COC(=O)c1ccc(Sc2nnnn2-c2ccccc2)c([N+](=O)[O-])c1,i,i,0,i,i,i,i,i,0,i,i
COc1ccc(CCNS(=O)(=O)c2cccs2)cc1,i,i,-1,i,i,i,i,i,-4,i,i
CCCCNC(=S)Nc1cc([N+](=O)[O-])ccc1C,i,i,-2,i,i,i,i,i,1,i,i
CCCc1ccc(-c2c(C)sc(NC(=O)c3ccnn3C)c2C#N)cc1,i,i,0,i,i,i,i,i,17,i,i
CCOC(=O)C1(S(=O)(=O)c2ccc(Cl)cc2)CCN(Cc2ccccc2)CC1,i,i,5,i,i,i,i,i,2,i,i
COCCNC(=O)Nc1ccc2c(c1)N(C)C(=O)CS2,i,i,-4,i,i,i,i,i,0,i,i
O=C(OCc1nnc(-c2ccc(Br)cc2)o1)c1ccco1,i,i,0,i,i,i,i,i,-5,i,i
CC(C)n1c(=O)c2c(O)cc(=O)oc2c2ccccc21,i,i,8,i,i,i,i,i,?,i,i
CSc1nnc(CNS(=O)(=O)c2ccc(F)cc2)n1C,i,i,-5,i,i,i,i,i,-2,i,i
O=C(Cn1nnc(-c2ccccc2)n1)OC1CCOC1=O (stereo not drawn),i,i,-8,i,i,i,i,i,3,i,i
CCOc1ccc2[nH]c3nc(SCC(=O)OC(C)C)nnc3c2c1,i,i,-8,i,i,i,i,i,10,i,i
Cc1ccsc1C(=O)Nc1ccc2c(c1)OCCO2,i,i,5,i,i,i,i,i,4,i,i
Cc1cc(C)nc(Sc2nc(C)nc3c2oc2ccccc23)n1,.,i,1,i,.,i,.,.,5,i,i
CCCC(=O)Nc1ccc(NC(=O)c2ccccc2Cl)nc1,i,i,5,i,i,i,i,i,1,i,i
CC(CNC(=O)c1cccs1)c1ccc([N+](=O)[O-])cc1 (stereo not drawn),i,-4.6*,-3,i,i,i,i,i,-13,i,i
COc1cc2c(C)nc3c(c(C)nn3-c3ccccc3)c2cc1OC,i,i,-11,i,i,i,i,i,-19,i,i
CC1(C)CC(=O)C2=C(C1)N=C1SCCC(=O)N1C2c1ccccc1 (stereo not drawn),i,i,2,i,i,i,i,i,5,i,i
O=C(NCCCc1ccncc1)C1CCC(=O)N(CCc2cccc(F)c2)C1 (stereo not drawn),i,i,2,i,i,i,i,i,-3,i,i
CC(C)C12CN3CC(C(C)C)(CN(C1)C3c1ccc([N+](=O)[O-])o1)C2=O (stereo not drawn),i,i,.,i,i,i,i,i,-5,i,i
S=C(N/N=C/c1ccccc1Cl)Nc1ccccc1,i,i,7,i,i,i,i,i,5,i,i
Cc1c(-c2ccccc2)[n+](=O)c2c(n1[O-])CCCCC2,i,i,2,i,i,i,i,i,3,i,i
CC(C)c1ccc(S(=O)(=O)N2CCN(C(=O)C3CCCC3)CC2)cc1,i,i,3,i,i,i,i,i,5,i,i
O=C(COC(=O)CNC(=O)c1ccc(Cl)cc1)Nc1cccc(S(=O)(=O)N2CCCC2)c1,i,i,4,i,i,i,i,i,-3,i,i
CC12CCC(C(=O)N3CCC(Cc4ccccc4)CC3)(C(=O)C1=O)C2(C)C (stereo not drawn),i,i,1,i,i,i,i,i,-7,i,i
O=C(NNC1CC(=O)N(c2cccc(Cl)c2)C1=O)c1cccnc1 (stereo not drawn),i,i,-6,i,i,i,i,i,3,i,i
CCSc1nc(-c2ccccc2)nc2c1CCCC2,i,i,0,i,i,i,i,i,-26,i,i
CC(C)N(C(=O)COC(=O)c1ccccc1C(=O)N1CCN(c2ccc(F)cc2)CC1)C(C)C,i,i,-2,i,i,i,i,i,-3,i,i
O=[N+]([O-])c1ccccc1OCC(O)CNC1CCCC1 (stereo not drawn),i,i,4,i,i,i,i,i,2,i,i
COc1cccc2sc(NNC(=O)COc3ccccc3)nc12,i,i,1,i,i,i,i,i,-5,i,i
# More records:
SMILES,TRPC6 act,MrgX1 antagonist,HDAC3 inhib,MrgX1 ag,RGS4 act,TMEM16A inh,TRPC6 inh,RGS4 block,SKKanGAS inh,TMEM16A act,MrgX1 allo act
CC1(C)Cc2ccccc2C(NNC(=O)c2ccccn2)=N1,i,i,-12,i,i,i,i,i,6,i,i
COc1ccc(-c2cc(C(=O)Nc3nc4c(C)cccc4s3)c3ccccc3n2)cc1OC,i,i,.,i,i,i,i,i,16,i,i
Cc1ccccc1N1CCN(CCCOc2ccc3c(C)cc(=O)oc3c2)CC1,i,i,-8,i,i,i,i,i,3,i,i
COc1ccc(C(=S)N2CCN(C)CC2)cc1Br,i,i,-1,i,i,i,i,i,10,i,i
CC(C)CC1C2C(=O)N(c3ccccc3)C(=O)C2ON1c1ccccc1 (stereo not drawn),i,i,-3,i,i,i,i,i,2,i,i
CC(C)(C)c1ccc(S(=O)(=O)NCC(=O)Nc2sc3c(c2C(N)=O)CCCC3)cc1,i,i,-3,i,i,i,i,i,1,i,i
COc1ccc(CCNC(=O)CSc2nnnn2-c2ccccc2OC)cc1OC,i,i,0,i,i,i,i,i,-1,i,i
Cc1ccc(C(=O)N/N=C/c2ccc(-c3ccccc3[N+](=O)[O-])o2)cn1,i,i,14,i,i,i,i,i,-16,i,i
COc1ccccc1C(CC(=O)O)c1ccc2c(c1)OCO2 (stereo not drawn),i,i,13,i,i,i,i,i,-5,i,i
CN(C)C(=O)c1cc(C(=O)c2ccc(F)cc2Cl)c[nH]1,i,i,10,i,i,i,i,i,-3,i,i
Fc1ccccc1NC(=S)Nc1ccc(Br)cc1,i,-6.1*,0,i,i,i,i,i,-6,i,i
CSC1=NCCN1C(=O)C(C)Oc1ccccc1 (stereo not drawn),i,i,1,i,i,i,i,i,0,i,i
Cc1ccnc(NC(=O)CSc2ccc3c(c2)OCCO3)c1,i,i,1,i,-7.3*,i,i,i,3,i,i
Cc1ccccc1C(=O)Oc1ccc(Cl)cc1C(=S)N1CCOCC1,i,i,0,i,i,i,i,i,0,i,i
COc1ccc(C(=O)N2CCOC2CNC(=O)C(=O)NCCc2ccc(OC)c(OC)c2)cc1 (stereo not drawn),i,i,0,i,i,i,i,i,-3,i,i
O=c1c2ccc([N+](=O)[O-])c3cccc(c32)c2nc3ccccc3n12,i,i,-1,i,i,i,i,i,-11,.,i
Cc1cnn(CCC(=O)NNC(=S)Nc2ccccc2)c1,i,i,-5,i,i,i,i,i,4,i,i
CC(=O)Nc1nnc(SCC(=O)N2CCN(Cc3ccccc3)CC2)s1,i,i,-23,i,i,i,i,i,1,i,i
COc1ccccc1C(=O)N1C(CC(=O)Nc2ccc(C)c(C)c2)C(=O)NC2CCCCC21 (stereo not drawn),i,i,-3,i,i,i,i,i,-5,i,i
O=C([C@H](O)c1ccccc1)N1CCC[C@H]1CO,i,i,7,i,i,i,i,i,-8,i,i

# High-throughput results from PubChem.
